Screening results from PubChem BioAssay.
BCLXL inh: blocks human Bcl-xL binding to Bim BH3 peptide; GST-Bcl-xL / FITC-Bim BH3 peptide fluorescence polarization; inhibition, % at 10.9 µM; 320,000 tested, 0.7% active; AID 2129;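 active = inhibition above the mean of all tested compounds plus 3 SD, cutoff set per campaign, cut at about 30% in these data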;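 also: 0% = DMSO wells and 100% = unlabeled Bim-BH3 peptide competitor; inhibitors lower millipolarization by displacing the labeled peptide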
GRK2 aptamer HTS: blocks RNA aptamer binding to human GRK2. P25098. bead flow cytometry, FAM-aptamer displacement from GRK2. inhibition of aptamer binding, % at 10 µM. 330,000 tested, 0.59% active. AID 488847;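 active = inhibition of aptamer binding above 40%, roughly 3 SD of noise, on plates passing a quality check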;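 also: median bead fluorescence of bound FAM aptamer so fluorescent compounds give negative values; no value below 0 was filed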
VLA-4 inh: inhibition in a human VLA-4 binding assay; P13612; VLA-4 expressing cells, ligand binding flow cytometry; inhibition, % (about 7 µM as worked out from the volumes in the protocol); 330,000 tested, 0.2% active; AID 2557; in the data active = inhibition above about 50%
CIT2 TOR yeast: modulators of TOR pathway CIT2-GFP in S. cerevisiae; S. cerevisiae CIT2-GFP strain, flow cytometry, 3 h; 100 means same as DMSO wells; 320,000 tested, 0.065% active; GFP response vs DMSO, % at 10 µM;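 active = GFP response relative to DMSO above a set limit, near the screen mean plus 3 SD, cut at about 150% in these data; inconclusive = Fewer than 70 cells measured for a yeast strain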;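 also: ratio of well median GFP fluorescence to mean of DMSO wells on the plate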
MEX-5 binding: C. elegans MEX-5 TCR-2 RNA binding activity; MEX-5/FITC-TCR2 RNA binding, fluorescence polarization; stronger effect = lower value; activity score (negative = inhibition of binding), % at 10 µM; 300,000 tested, 0.38% active; Q9XUB2;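 active = inhibition past about -25% in most replicates, and total fluorescence under double the plate's negative control median, limit read from the data; inconclusive = replicates evenly split on the limit, or fluorescence at least double controls; inactive = too little inhibition in most replicates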;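 also: 0% = DMSO and -100% = 5 µM competing unlabeled TCR2 RNA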
Target sequence (Q9XUB2 whole entry, looked up): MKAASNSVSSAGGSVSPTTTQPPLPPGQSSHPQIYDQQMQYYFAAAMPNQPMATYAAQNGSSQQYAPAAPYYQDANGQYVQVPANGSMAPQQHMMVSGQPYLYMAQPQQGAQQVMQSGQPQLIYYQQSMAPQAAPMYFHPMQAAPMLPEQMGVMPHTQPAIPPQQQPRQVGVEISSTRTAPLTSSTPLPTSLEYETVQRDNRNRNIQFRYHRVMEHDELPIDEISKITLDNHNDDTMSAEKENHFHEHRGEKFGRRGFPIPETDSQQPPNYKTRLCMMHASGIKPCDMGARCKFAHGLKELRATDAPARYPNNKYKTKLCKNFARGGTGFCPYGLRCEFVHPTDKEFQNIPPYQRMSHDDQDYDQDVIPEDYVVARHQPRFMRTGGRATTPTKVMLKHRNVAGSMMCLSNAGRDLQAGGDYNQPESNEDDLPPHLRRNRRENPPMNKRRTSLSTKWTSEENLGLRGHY
Fam108B inh: Fam108B inhibition, counter-screen for RBBP9 inhibitors. inhibition, % at 9.51 µM. 300,000 tested, 0.33% active. recombinant Fam108B, FP-Rh probe fluorescence polarization;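 active = inhibition above the screen mean inhibition plus 3 SD, computed separately per campaign, cut at about 18% in these data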;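 also: inhibitors lower polarization as less probe binds the enzyme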
MCL1-BIM inh: MCL1-BIM-BH3 interaction inhibition (human). GST-MCL1 / FITC-Bim-BH3 fluorescence polarization. inhibition, % at 10.9 µM. 320,000 tested, 0.68% active. AID 2057;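 active = inhibition above the mean inhibition of all tested compounds plus 3 SD, set per campaign, cut at about 40% in these data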;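 also: 0% = DMSO wells and 100% = unlabeled Bim-BH3 peptide control; higher means more loss of mP so more displacement of Bim peptide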
AGP1-GFP MLPCN: yeast TOR pathway AGP1-GFP modulation; GFP response vs DMSO, % at 10 µM; AID 2066; S. cerevisiae AGP1-GFP multiplex flow cytometry, 3 h; GFP as percent of DMSO wells; 320,000 tested, 0.02% active;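 active = GFP response relative to DMSO above a set limit, near screen average plus 3 SD, cut at about 150% in these data; inconclusive = fewer than 70 cells counted for the yeast strain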;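 also: median GFP channel fluorescence of the gated AGP1 strain per well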
GLD-1 RNA inh: GLD-1-TGE RNA interaction inhibition (C. elegans). 320,000 tested, 0.44% active. Q17339. inhibition, % at 5.96 µM. AID 2280. purified GLD-1 + fluorescein TGE RNA, fluorescence polarization;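 active = percent inhibition above a per-plate cutoff, the plate mean of test compounds plus 3 SD, cut at about 30% in these data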;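 also: 0% = DMSO wells with GLD-1 and probe and 100% = wells lacking GLD-1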
Target sequence (Q17339 whole entry, looked up): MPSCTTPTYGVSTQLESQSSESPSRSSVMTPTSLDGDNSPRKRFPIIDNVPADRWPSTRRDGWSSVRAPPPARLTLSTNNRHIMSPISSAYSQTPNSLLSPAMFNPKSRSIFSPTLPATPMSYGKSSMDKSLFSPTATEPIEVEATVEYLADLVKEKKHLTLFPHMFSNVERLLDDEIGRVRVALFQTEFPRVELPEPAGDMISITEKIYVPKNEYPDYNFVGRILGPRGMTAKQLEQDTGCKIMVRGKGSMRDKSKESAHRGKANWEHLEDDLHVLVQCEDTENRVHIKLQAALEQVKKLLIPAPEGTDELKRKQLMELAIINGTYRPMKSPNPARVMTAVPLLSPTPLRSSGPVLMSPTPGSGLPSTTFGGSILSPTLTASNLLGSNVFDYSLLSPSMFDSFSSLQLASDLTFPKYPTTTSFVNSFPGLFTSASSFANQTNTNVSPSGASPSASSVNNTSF
The depositor's hits bear a star; ? = inconclusive; . = not tested or not shown; [ ] = dose if it differs, or a comment. Outcome played no part in choosing rows; any-hit rate near 2.2%.

SMILES	BCLXL inh	GRK2 aptamer HTS	VLA-4 inh	CIT2 TOR yeast	MEX-5 binding	Fam108B inh	MCL1-BIM inh	AGP1-GFP MLPCN	GLD-1 RNA inh
COc1cc(CNC(=O)C2CCC(=O)N(C3CCCCCC3)C2)cc(OC)c1 (centres undefined)	4	1	4	101	0.4	-2	6	104	1
Cn1[nH]c(C(F)(F)F)c(C=Nc2ccc(Cl)cc2)c1=O	4	7	-1	124	-1.4	-3	2	117	-5
COCC(=O)N(Cc1cc2cc(C)ccc2[nH]c1=O)c1cccc(C)c1C	0	0	-1	103	1.6	3	10	102	0
O/N=C(\c1ccccn1)C1CC1c1ccccc1 (centres undefined)	2	7	2	100	0.9	-1	7	105	-2
CN(C)CCNC(=S)Nc1ccc(Cl)cc1	-1	0	3	.	-2.1	-1	6	102	1
CC(C)(C)c1cn(-c2ccc(Cl)cc2)c(=S)[nH]1	-17	1	18	88	-1.5	-4	-1	82	0
CCCCC(=O)NNC(=S)NC(=O)c1cccc([N+](=O)[O-])c1	13	2	17	102	-10	0	13	106	-5
CN(C)c1ccc(C2CC(c3cccc(NS(C)(=O)=O)c3)=NN2C(=O)c2ccccc2)cc1 (centres undefined)	7	2	0	86	0.4	1	6	90	-1
CC(C)N1C(=O)NC2(c3ccccc3)N(C)C(=O)N(C)C12c1ccccc1 (centres undefined)	4	3	-2	114	-0.5	2	8	105	0
Cc1cccc2cc(C#N)c(NCCNC(=S)NCCCN3CCOCC3)nc12	6	0	23	102	1.5	1	5	100	-2
COc1cc(OC)nc(Oc2ccc(NC(C)=O)cc2)n1	2	2	-7	107	-0.6	-2	2	101	3
CCN1CCN(C(=O)c2ccc(CNS(=O)(=O)c3cccc(OC)c3)cc2)CC1	.	0	-41	113	-2.9	.	.	89	.
O=C(NC(c1cccnc1)C(F)(F)F)c1cc(COc2ccc3c(c2)CCCC3)on1 (centres undefined)	3	3	8	100	1.9	-9	-4	101	0
CCSC1=NCCN1S(=O)(=O)c1ccc(Cl)cc1	0	2	11	93	-0.4	-2	-3	91	1
Cc1ccc(C(CNC(=O)c2ccco2)N2CCN(C)CC2)cc1 (centres undefined)	-3	0	15	84	-2.4	-3	-10	94	2
CCCNc1nc(C)cc(-c2cc(-c3ccccc3)on2)n1	2	0	4	94	0.5	0	0	97	-5
Cc1cc(C)c(OCC(=O)OCC(=O)N2c3ccccc3CC2C)c(C)c1 (centres undefined)	3	2	2	105	0.9	4	-2	105	4
CC(=O)N1CCN=C1SCc1cccc(F)c1	3	0	3	94	-1.7	-1	-3	97	5
COc1ccc(-c2[nH]ncc2CN(C)Cc2cccnc2)c(F)c1	4	0	13	105	0.0	3	8	104	7
S=c1nc(-c2ccccc2)n(CCCN2CCOCC2)c2c1CCCC2	6	1	8	94	-1.7	-1	10	91	4
COC(=O)Nc1ccc(S(=O)(=O)Nc2ccccc2F)cc1	4	0	14	96	-1.5	-2	1	102	0
Nc1[nH]n(-c2c(Cl)cc(Cl)cc2Cl)c(=O)c1N=Nc1ccc(S(=O)(=O)Nc2ncccn2)cc1	.	0	-6	109	.	.	.	103	3
COc1cccc(CNC(=O)c2cccc(S(=O)(=O)N3CCN(c4ccc(F)cc4)CC3)c2)c1	3	4	3	98	-1.8	-2	-5	107	0
CCNc1ccc(S(=O)(=O)N2CCCCC2)cn1	-2	0	4	99	.	.	-4	117	-4
O=C(Cc1ccccc1)Nc1nnc(-c2cccc([N+](=O)[O-])c2)s1	5	0	-13	108	-0.9	6	6	112	4
Fc1ccc(-c2onc3ccc(C4OCCO4)cc23)cc1	26	0	5	108	-1.2	-2	29	87	21
O=C(NNC(=S)NC1CCCCC1)c1sc2ccccc2c1Cl	2	0	1	96	-0.8	7	6	92	7
CC(=O)CSc1nc(N)c(C#N)c(-c2cccs2)c1C#N	7	0	16	101	-2.1	0	7	100	-1
COc1ccc(CNC(=O)CN(Cc2ccc(Cl)cc2)S(=O)(=O)c2ccccc2)cc1	-3	1	1	100	-0.1	-2	-5	103	4
COc1ccc(-c2nc(CSCC(=O)NCc3ccc4c(c3)OCO4)c(C)o2)cc1	-1	0	-13	98	-1.6	-5	-4	95	-5
FC(F)(F)c1cccc(NC(=S)N2CCN(c3cccc(C(F)(F)F)c3)CC2)c1	4	1	32	90	4.2	0	8	86	1
Cc1ccc(C(C(=O)NC2CCCCC2)N(Cc2ccco2)C(=O)Cc2c[nH]c3ccccc23)o1 (centres undefined)	3	0	8	116	-1.6	5	-6	101	2
COc1ccccc1C(=O)C1CCCN(C(=O)Nc2ccccc2F)C1 (centres undefined)	4	0	9	94	0.6	-3	4	100	3
Cc1ccc(N(CC(=O)Nc2cc(C)cc(C)c2)S(=O)(=O)c2cccc3nonc23)cc1	0	0	14	98	-0.2	-16	-9	98	-1
Cc1ccccc1N1CC(C(=O)Nc2ccc(S(=O)(=O)N3CCCC3)cc2)CC1=O (centres undefined)	1	0	3	100	-1.6	-2	0	103	10
O=c1c(Cl)c(O)c2cccc3c4ccccc4n1c23	6	0	2	80	0.6	3	3	95	8
CCc1ccc(/C=C2\CN(CC)Cc3c2nc2ccccc2c3C(=O)O)cc1	14	0	17	?	-5.2	2	13	20[may fluoresce violet]	7
COc1ccc(C2=Nn3c(nnc3-c3ccco3)SC2)cc1	13	0	5	106	-1.2	3	6	104	6
CN(CC1COc2ccccc2O1)C(=O)c1cc(COc2c(F)cccc2F)on1 (centres undefined)	0	0	7	91	1.0	5	-1	94	3
CCC(C)(C)NC(=O)C(OC(=O)c1ccco1)c1ccccc1F (centres undefined)	7	0	-6	99	1.2	-3	10	97	-2
COc1ccc(NC(=S)NCCC2=CCCCC2)cc1OC	10	2	0	93	2.7	2	10	91	2
Cn1c(=O)c2[nH]c(N=NNc3ccccc3F)nc2n(C)c1=O	10	5	-4	91	-34*	-8	20	103	2
O=C(NCCCN1CCOCC1)c1csc2c1CCCC2	3	4	0	105	-5.2	-4	5	104	5
CN(Cc1ccc(Br)cc1)CC(O)COc1cccc(Br)c1 (centres undefined)	2	0	4	96	-3.0	-2	1	96	4
Cn1c(-c2cnn(-c3ccccc3)c2-n2cccc2)n[nH]c1=S	-12	0	6	90	0.0	0	-9	98	2

Fetched by structure from above, 4 records:
SMILES	BCLXL inh	GRK2 aptamer HTS	VLA-4 inh	CIT2 TOR yeast	MEX-5 binding	Fam108B inh	MCL1-BIM inh	AGP1-GFP MLPCN	GLD-1 RNA inh
Cn1c(-c2cnn(-c3ccccc3)c2-n2cccc2)n[nH]c1=S	-12	0	6	90	0.0	0	-9	98	2
Cc1ccc(C(C(=O)NC2CCCCC2)N(Cc2ccco2)C(=O)Cc2c[nH]c3ccccc23)o1 (centres undefined)	3	0	8	116	-1.6	5	-6	101	2
COc1ccc(-c2[nH]ncc2CN(C)Cc2cccnc2)c(F)c1	4	0	13	105	0.0	3	8	104	7
COc1ccc(C2=Nn3c(nnc3-c3ccco3)SC2)cc1	13	0	5	106	-1.2	3	6	104	6

Next part
SMILES	BCLXL inh	GRK2 aptamer HTS	VLA-4 inh	CIT2 TOR yeast	MEX-5 binding	Fam108B inh	MCL1-BIM inh	AGP1-GFP MLPCN	GLD-1 RNA inh
COc1ccc(OC)c(C2C(C(=O)c3ccco3)=C(O)C(=O)N2CC2CCCO2)c1 (centres undefined)	4	1	6	97	-1.0	4	-7	99	0
O=C(CCN1C(=O)/C(=C/c2cccs2)SC1=S)Nc1ccccc1O	-11	30	-2	98	-5.4	-3	-15	102	-4
Cc1cc(C)cc(NC(=S)N2CCC(NC(=O)C3CCCCC3)CC2)c1	8	0	9	93	1.8	0	11	103	8
C=CCC[C@H](Cc1ccc(F)cc1)C(=O)OC[C@H](Cc1c[nH]c2ccccc12)NC(=O)[C@@H](CC=C)CC(=O)N(CCO)Cc1ccccc1	.	11	9	96	.	.	.	100	12
CC1(C)OC1COc1c2ccoc2cc2oc(=O)ccc12 (centres undefined)	2	0	18	96	1.0	3	0	96	2
Cc1cc2nn(-c3cccc4ccccc34)nc2cc1NC(=O)c1cccs1	6	0	-10	.	-0.5	-21	5	105	-5
CCc1cccc(C)c1NC(=O)N(C)C1CCCCC1	6	2	20	99	-1.0	2	0	106	0
COc1cccc(NC(=O)CCc2nc(-c3ccccc3F)no2)c1	3	0	19	96	2.8	4	3	100	-5
O=C(NCc1cccnc1)C1CC(c2ccc(F)cc2)=NO1 (centres undefined)	5	1	7	101	0.6	1	3	107	-5
COc1ccc(OC)c(C2=NOC(C(=O)N3CCCc4ccccc43)C2)c1 (centres undefined)	8	0	-13	95	4.5	-1	17	91	-4
O=S(=O)(N1CCCCC1)N1CCN(c2ccccc2F)CC1	4	0	9	87	1.1	2	4	100	7
COc1ccc(CC(=O)Nc2ccc(-c3nc4cc(C)ccc4o3)c(O)c2)cc1OC	0	71*	-7	100	-3.9	-35	-1	98	7
OC1CCNC(=S)N1c1ccccc1 (centres undefined)	-4	2	7	108	1.4	4	7	104	1
O=C(NNc1c2ccccc2nc2ccccc12)c1cccc(O)c1	17	0	-3	95	2.1	6	14	93	-5
CCOC(=O)C(C)Oc1cccc2c(=O)n(CC(=O)NCc3ccco3)ccc12 (centres undefined)	3	0	-13	120	2.2	5	2	100	8
CCOc1ccc(C2=NNC(c3cccnc3)=Nc3ccc(OC)cc32)cc1	2	100*	-3	98	-0.8	-2	4	100	-5
CN(C)C(CNC(=S)Nc1cccc(Cl)c1)c1ccccc1 (centres undefined)	6	2	5	104	0.1	5	7	99	0
CCOc1ccc(CNS(=O)(=O)c2c(C(=O)N3CCCC3)c(C)n(C)c2C)cc1OC	-3	6	12	96	0.3	-2	-7	94	-8
Cc1c(C(=O)NCCSCc2c(Cl)cccc2Cl)cccc1[N+](=O)[O-]	9	4	23	100	-5.0	2	0	107	7
COc1ccc(N2C(=O)C3C(C2=O)C2C=CC3C23CC3)c(OC)c1 (centres undefined)	4	1	16	93	.	3	1	104	3
Cc1ccc(-n2c(C)nc3c(cnn3-c3ccc(F)cc3)c2=O)cc1C	-6	0	5	86	0.3	-3	0	101	4
CN(CC(=O)Nc1cccc(F)c1)C(=O)c1ccccc1OCCOc1ccccc1	3	2	7	96	-0.7	0	-4	103	2
O=C(c1cccs1)N1CCN(c2ncc(Br)cn2)CC1	2	3	0	86	0.0	-3	0	99	-2
Cc1ccc(C)c(N2CCN(C(=O)c3ccc(NC4=NC5CS(=O)(=O)CC5S4)cc3)CC2)c1 (centres undefined)	0	0	19	97	-2.5	1	10	102	0
CN(C)c1cc[n+](CC(=O)Nc2ccc(Cl)cc2)cc1	5	7	10	99	0.3	2	9	98	0
CCOc1ccc(NC(=O)COc2ccc3c(c2)CCC3)cc1OC	5	0	-8	93	.	.	3	99	7
Cc1ccnc(NC(=O)c2ccc3c(c2)NC(=O)C(C)S3)c1 (centres undefined)	0	1	1	95	.	.	2	100	3
CCOC(=O)c1c(NC(=O)Cn2nc(C(F)F)cc2C(F)F)sc(C)c1C	3	0	1	86	0.4	-1	1	89	0
CN(C)c1ccc(N=Cc2nc(-c3ccccc3)oc2OC(=O)c2cccc(Br)c2)cc1	-32	0	-12	106	-43*	3	-67	97	-20
COc1ccc(C(=O)NNC(=O)CSc2nnc(COc3ccccc3OC)n2C)cc1	1	0	-10	96	4.9	3	7	101	10
